Source: PubChem (National Center for Advancing Translational Sciences (NCATS))
TrxR1 substrate = qHTS Assay for Substrates of Mammalian Selenoprotein Thioredoxin Reductase 1 (TrxR1): qHTS; Thioredoxin reductase 1, cytoplasmic (Rattus norvegicus), O89049; purified TrxR1 substrate turnover, NADPH consumption readout; Potency, µM (titrated, usually from 114 µM), for inactives: at the highest dose activity change, negative = substrate turnover; hit rate 0.01% among 390,000; AID 588456, 2011; further: potency means the concentration at half of the fitted maximal effect; on the % scale 0 is the no-effect control and ±100 the full control effect; nearly all actives have a fitted effect of over 50% in size
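Rat TrxR1, dispensed at 90 nM, was prereduced with 400 uM NADPH (final) for 5 min at ~22 deg C, then incubated with compound 15 min before 400 uM selenite. A first-read NADPH fluorescence drop versus no-compound background flagged substrates.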
Vif-A3G inh = qHTS for Inhibitors of Vif-A3G Interactions: qHTS | HeLa A3G-eYFP + Vif (tagged APOBEC3G with the HIV-1 protein that degrades it), YFP fluorescence, overnight | hit rate 0.076% among 410,000 | DNA dC->dU-editing enzyme APOBEC-3G (Homo sapiens), Q9HC16 | Potency, µM (top dose mostly 46.1 µM), for the others: top-dose activity, negative = active, most hits filed as inhibitors;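 further: potency means the concentration at half of the fitted maximal effect; on the % scale 0 is the no-effect control and ±100 the full control effect; nearly all actives have a fitted effect of over 60% in size; hits raise eYFP signal because A3G escapes Vif-driven loss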
Target sequence (Q9HC16 whole entry, looked up): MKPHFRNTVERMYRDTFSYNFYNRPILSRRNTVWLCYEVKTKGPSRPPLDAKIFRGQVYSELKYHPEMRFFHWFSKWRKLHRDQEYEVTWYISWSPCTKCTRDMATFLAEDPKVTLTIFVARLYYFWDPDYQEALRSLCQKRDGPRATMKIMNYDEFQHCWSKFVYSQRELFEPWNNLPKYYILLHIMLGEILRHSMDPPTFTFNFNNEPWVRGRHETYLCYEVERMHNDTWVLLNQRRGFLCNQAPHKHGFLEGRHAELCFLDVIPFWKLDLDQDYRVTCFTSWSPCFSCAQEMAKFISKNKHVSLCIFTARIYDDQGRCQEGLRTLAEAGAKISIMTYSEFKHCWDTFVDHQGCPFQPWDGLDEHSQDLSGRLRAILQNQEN
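HeLa cells stably expressing Vif and C-terminally eYFP-tagged A3G, seeded overnight at 37 deg C, then exposed to compound by pintool overnight at 37 deg C. Rise in yellow fluorescence (Ex 488/Em 500-530, Acumen) marks blocked Vif-driven A3G degradation.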
RXFP1 ag = qHTS Assay for Agonists of the Relaxin Receptor RXFP1; Relaxin receptor 1 (Homo sapiens), Q9HBX9; HEK293T-RXFP1 cAMP TR-FRET, 30 min; response scale: percent of porcine relaxin response, buffer zero; Potency, µM (doses to about 57.5 µM), for inactives: top-dose activation, hits mostly activators; hit rate 0.3% among 370,000; AID 2676, 2010; further: potency means the concentration at half of the fitted maximal effect; on the % scale 0 is the no-effect control and ±100 the full control effect; nearly all actives have a fitted effect of over 60% in size; many of its hits are not listed in these tables
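HEK293T cells stably expressing RXFP1 were pretreated with the PDE4 inhibitor Ro 20174, exposed to compounds for 30 min at 37C, lysed, and cAMP was read by TR-FRET. Data normalized to buffer (basal) and 29 nM porcine relaxin (100%).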
GRP78 ERSR act = qHTS for Inducers of the Endoplasmic Reticulum Stress Response (ERSR) in Human Glioma: qHTS; U87-MG GRP78 promoter luciferase reporter, 16 h; hit rate 0.02% among 420,000; Potency, µM, for the others: top-dose activation, hits mostly activators; further: potency means the concentration at half of the fitted maximal effect; series mostly up to about 76 µM; % of control where 0% means no effect; nearly all actives have a fitted effect of over 35% in size
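Stably transfected U87-MG glioma cells carrying a GRP78-based luciferase sensor; 16 h compound incubation. Luminescence end-point read 10 min after Bright-Glo addition at room temperature.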
PI4K2A block = qHTS for small molecular inhibitors of PI4K2A; AID 1346378, 2018; purified PI4K2A, ADP-Glo luminescence, 1 h; stronger effect = lower value; hit rate 0.13% among 420,000; activity change, negative = inhibition, % at 76.9 µM; Phosphatidylinositol 4-kinase type 2-alpha (Homo sapiens), Q9BTU6; in the data active means activity change below about -50%; inconclusive means mostly about -30% to -49%;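 further: -100% = wells without enzyme as full effect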
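PI4K2A activity was measured by ADP-Glo luminescence: enzyme (4 ug/mL stock) and phosphatidylinositol (1.2 mM stock) in Tris pH 7.5/MgCl2/EGTA/Triton X-100 buffer were reacted with ATP (300 microM stock) for one hour at ambient temperature.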
USP1-UAF1 inh = Inhibitors of USP1/UAF1: Primary Screen; Ubiquitin carboxyl-terminal hydrolase 1 (Homo sapiens), O94782; recombinant USP1/UAF1, Ub-Rhodamine cleavage fluorescence; Potency, µM (titrated, usually from 57.1 µM), for the others: at the highest dose activity change, negative = inhibition, hits mostly inhibitors; hit rate 0.23% among 390,000; AID 743255, 2014; further: potency means the concentration at half of the fitted maximal effect; on the % scale 0 is the no-effect control and ±100 the full control effect; nearly all actives have a fitted effect of over 60% in size; inactives centre near -12
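High-throughput fluorogenic screen: 1nM USP1/UAF1 complex, Ub-Rho substrate 150nM final, 50mM HEPES pH 7.8 with 0.5mM EDTA, 0.1 mg/ml BSA, 1mM TCEP and 0.01% Tween-20.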
LDHA block = qHTS assay for inhibitors of human lactate dehydrogenase; purified LDHA, NADH/diaphorase-resazurin fluorescence; stronger effect = lower value; hit rate 0.15% among 480,000; L-lactate dehydrogenase A chain (Homo sapiens), P00338; activity change, % (values are at about 110 or 230 µM); AID 1347041, 2019; in the data active means activity change below about -30%; inconclusive means mostly about -25% to -30%;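 further: plate controls were DMSO wells for no effect and wells without enzyme for full effect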
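LDH5 2 nM; NADH 0.06 mM, pyruvate 0.2 mM; 200 mM Tris pH 7.4, EDTA, Tween-20; 5 min RT. Detection: diaphorase 0.133 mg/mL + resazurin 37 µM, fluorescence ex540/em590 at 0 and 20 min; normalized to enzyme-free and DMSO wells.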
Vif-APOBEC3F blk = qHTS for Inhibitors of Vif-A3F Interactions: qHTS. HeLa A3F-eYFP + Vif (tagged APOBEC3F with the HIV-1 protein that degrades it), YFP fluorescence increase. Potency, µM (doses to about 46.1 µM), for the others: top-dose activity, negative = active. hit rate 0.2% among 390,000. AID 602313, 2012; further: potency means the concentration at half of the fitted maximal effect; % of control where 0% means no effect; nearly all actives have a fitted effect of over 65% in size
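HeLa cells stably expressing A3F-eYFP plus Vif, plated and incubated overnight at 37 deg C, then exposed to compounds overnight at 37 deg C. Blocked degradation read as raised yellow fluorescence (Ex 488/Em 500-530).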
IDH1 R132H inh = qHTS for Inhibitors of mutant isocitrate dehydrogenase 1 (IDH1): qHTS | Isocitrate dehydrogenase [NADP] cytoplasmic (Homo sapiens), O75874 | IDH1-R132H enzyme, NADPH consumption, diaphorase/resazurin fluorescence | Potency, µM (top dose mostly 76.6 µM), inactives show at the highest dose activity change, negative = inhibition, actives largely listed as inhibitors | hit rate 0.093% among 390,000 | AID 602179, 2012; further: potency means the concentration at half of the fitted maximal effect; on the % scale 0 is the no-effect control and ±100 the full control effect; nearly all actives have a fitted effect of over 65% in size
Target sequence (O75874 whole entry R132H, stated change not applied): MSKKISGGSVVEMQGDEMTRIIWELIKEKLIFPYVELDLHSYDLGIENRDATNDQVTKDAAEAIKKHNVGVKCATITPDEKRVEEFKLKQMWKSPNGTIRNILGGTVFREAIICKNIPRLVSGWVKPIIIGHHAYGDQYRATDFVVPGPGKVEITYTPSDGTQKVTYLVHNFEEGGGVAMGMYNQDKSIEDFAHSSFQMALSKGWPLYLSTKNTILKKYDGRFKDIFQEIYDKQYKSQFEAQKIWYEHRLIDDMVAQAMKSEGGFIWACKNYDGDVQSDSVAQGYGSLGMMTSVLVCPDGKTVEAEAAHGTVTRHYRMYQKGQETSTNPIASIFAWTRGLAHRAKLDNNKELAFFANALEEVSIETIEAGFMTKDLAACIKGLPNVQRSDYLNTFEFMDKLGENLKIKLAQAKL
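IDH1-R132H (0.5 ug/mL dispensed) in pH 7.5 Tris buffer was preincubated 30 min with compound, then given a substrate mix of 0.016 mM NADPH and 2 mM alpha-KG for 80 min at room temperature; remaining NADPH was read by diaphorase/resazurin fluorescence.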
Active calls of the source: *; ? = inconclusive; · = not tested or not shown; & = joins results of further samples; [ ] = dose if it differs, or a comment. Unless noted, the call rests on the fitted dose curve; in most records, active means well fitted curve in the direction sought with a large enough effect; inconclusive means small, poorly fitted or top-dose-only effect, or another doubt; inactive means no such curve, though single readings can be large; an effect the other way counts as inactive or inconclusive. The list is partial (hit frequency here may not be typical).

SMILES	TrxR1 substrate	Vif-A3G inh	RXFP1 ag	GRP78 ERSR act	PI4K2A block	USP1-UAF1 inh	LDHA block	Vif-APOBEC3F blk	IDH1 R132H inh
Nc1nc(SCC(=O)Nc2ncc(C(F)(F)F)cc2Cl)n[nH]1	-6%[57.1 µM]	6%	2.3%	-4%	5	-7%	-4	2%	9%
Cc1ccc(S(=O)(=O)NC2CCSC2=O)cc1C (configuration not stated)	-4%	2%	1.1%	3%	0	-16%	-2	-3%	1%
CCc1ccc(NS(=O)(=O)c2c(C)noc2C)cc1	-11%	2%	-0.2%	-7%	2	-15%	-6	-3%	-9%
Cc1cccc(-c2noc(CNC(=O)COc3ccccc3C)n2)c1	-7%	-9%	-0.7%	-3%	0	-7%	-5	1%	-8%
CCC(=O)Nc1ccc(C(=O)NNC(=O)c2ccc(Cl)cc2)cc1	11%[57.1 µM]	-1%	-0.3%	-2%	-2	-3%	-10	1%	18%
CCOC(=O)C(C)NC(=O)C1CCN(c2ncnc3c2nc2n3CCCCC2)CC1 (configuration not stated)	2%	-11%	25%	?	0	11%	-3	1%	9%
CCOC(=O)N1CCN(CC(O)COc2ccccc2C(C)(C)C)CC1 (configuration not stated)	-7%	1%	4.5%	-1%	4	-15%	-2	-13%	5%
O=C(CCS(=O)(=O)c1ccc(Br)cc1)NCCc1ccc(Cl)cc1	-3%	2%	0.3%	-5%	-5	-8%	-15	-7%	-6%
Nc1nc(NCC2CCCO2)nc(Nc2cccc(Cl)c2)c1[N+](=O)[O-] (configuration not stated)	10%[11.4 µM]	-12%	1.7%	-5%	-1	-11%	-7	-5%	6%
Cc1ccc(C=NNC(=O)C(=O)Nc2ccc(Cl)c([N+](=O)[O-])c2)cc1	·	1%	·	0%	-4	·	-2	·	·
CC(c1ccncn1)N(C)Cc1nc(Cc2ccccc2F)no1 (configuration not stated)	6%[57.1 µM]	2%	2.4%	0%	3	-1%	-3	5%	9%
COc1ccccc1CCNC(=O)c1cccc(S(=O)(=O)NCc2ccccc2)c1	-9%	-1%	0.3%	-3%	-4	-11%	-4	2%	7%
NC(=O)c1nsc(C(=O)N(Cc2ccco2)C(C(=O)NCC2CCCO2)c2ccc(O)cc2)c1N (configuration not stated)	16%	-4%	-1.4%	1%	1	-7%	-6	8%	11%
CCc1c(C(=O)N/N=C/c2cn[nH]c2-c2ccc(F)cc2)csc1C	-9%	-5%	0.4%	1%	-3	-19%	-6	2%	-3%
Cc1cccc(N2Cc3ccc(Br)cc3C2)c1	9%	-2%	·	3%	0	-16%	5	4%	0%
Cc1ccccc1C(=O)Nc1cccc(C(=O)OCc2cc(=O)n3c4c(sc3n2)CCCC4)c1	-6%[57.1 µM]	4%	1.8%	-1%	2	-17%	6	2%	12%
CCc1ccc(-c2[nH]c3c(c2-c2sc(C)c(C(=O)OC)c2O)c(=O)n(C)c(=O)n3C)cc1	6%	·	3.7%	·	-2	17%	-2	·	·
CCn1c(COC(=O)CNC(=O)c2ccccc2)nc2cc(S(=O)(=O)N(C)C)ccc21	-6%	-4%	0.5%	-4%	1	-18%	-2	3%	8%
O=C(CCCN1CCC(C(O)c2ccc(F)cc2)CC1)c1ccc(F)cc1 (configuration not stated)	·	3%	·	-2%	0	·	0	·	·
CCCCNC(=O)C(=O)NCc1ccncc1	-9%	1%	1.8%	-3%	-2	-15%	-6	0%	0%
CN1CCN(C(=O)c2cc3c(s2)-c2ccccc2S(=O)(=O)C3)CC1	-4%	1%	1.7%	-2%	5	-14%	-7	3%	6%
Cn1c(=O)c(S(=O)(=O)C(C)(C)C)c(O)c2ccccc21	2%	1%	0.0%	2%	2	-18%	-2	4%	3%
COc1ccc(NC(=O)NNC(=O)COc2ccc3ccccc3c2)cc1OC	-3%	2%	2.0%	-1%	-1	-4%	1	-17%	2%
COc1ccccc1Oc1coc2c(CN(C)C)c(O)ccc2c1=O	88%[activator][57.1 µM]	-1%	4.3%	0%	-2	-24%	1	2%	6%
CC(=O)c1cccc(OCc2cc(C(=O)N3CCC(N4CCCCC4)CC3)no2)c1	-13%	0%	-0.1%	3%	2	-23%	-12	0%	-7%

Full records, looked up by structure. Order of values: TrxR1 substrate | Vif-A3G inh | RXFP1 ag | GRP78 ERSR act | PI4K2A block | USP1-UAF1 inh | LDHA block | Vif-APOBEC3F blk | IDH1 R132H inh
`CN1CCN(C(=O)c2cc3c(s2)-c2ccccc2S(=O)(=O)C3)CC1` across the screens: -4% | 1% | 1.7% | -2% | 5 | -14% | -7 | 3% | 6%
`Nc1nc(NCC2CCCO2)nc(Nc2cccc(Cl)c2)c1[N+](=O)[O-]` (configuration not stated) across the screens: 10%[11.4 µM] | -12% | 1.7% | -5% | -1 | -11% | -7 | -5% | 6%
`CCOC(=O)C(C)NC(=O)C1CCN(c2ncnc3c2nc2n3CCCCC2)CC1` (configuration not stated) across the screens: 2% | -11% | 25% | ? | 0 | 11% | -3 | 1% | 9%
`Cc1ccc(S(=O)(=O)NC2CCSC2=O)cc1C` (configuration not stated) across the screens: -4% | 2% | 1.1% | 3% | 0 | -16% | -2 | -3% | 1%

The listing picks up with the 2 entries that preceded the break.
SMILES	TrxR1 substrate	Vif-A3G inh	RXFP1 ag	GRP78 ERSR act	PI4K2A block	USP1-UAF1 inh	LDHA block	Vif-APOBEC3F blk	IDH1 R132H inh
COc1ccccc1Oc1coc2c(CN(C)C)c(O)ccc2c1=O	88%[activator][57.1 µM]	-1%	4.3%	0%	-2	-24%	1	2%	6%
CC(=O)c1cccc(OCc2cc(C(=O)N3CCC(N4CCCCC4)CC3)no2)c1	-13%	0%	-0.1%	3%	2	-23%	-12	0%	-7%
O=C(c1ccccn1)c1ncc(C(F)(F)F)cc1Cl	6%[57.1 µM]	-1%	0.7%	-1%	-6	7%	-7	-8%	-3%
O=C(Cn1cc(S(=O)(=O)Cc2ccccc2F)c2ccccc21)N1CCOCC1	-2%	2%	3.5%	-1%	2	-20%	4	0%	6%
CCN(CC)CCCn1c2c(c(SCC(=O)Nc3ccccc3Cl)nc1=O)CCC2	-4%	0%	0.4%	-5%	-1	0%	-10	2%	-17%
CC(=O)Nc1ccccc1NC(=O)C/C(C)=N/NC(=O)C(=O)N1CCCCC1	7%[57.1 µM]	0%	1.5%	-2%	-19	?	-8	-28%	6%
C#CCOCCOCCOCCNc1nc(N2CCN(C(=O)C([C@@H](C)CC)n3cc(C(N)CC(C)C)nn3)CC2)nc(N2CCN(C(=O)[C@H](CCC(=O)O)n3cc(C(N)[C@H](C)CC)nn3)CC2)n1 (some centres not stated)	4%	4%	-1.8%	-1%	1	-26%	0	8%	3%
CC(/C=N/n1c(-c2cccnc2)n[nH]c1=S)=C\c1ccco1	-3%[57.1 µM]	0%	-4.3%	-4%	-24	-7%	24	14%	1%
CCN(CC)C(=O)CN(c1cccc(C(F)(F)F)c1)S(C)(=O)=O	0%	-1%	-1.2%	-2%	-4	4%	-10	-10%	4%
CCN=C1SC(CC(=O)NC(C)C)C(=O)N1CC (configuration not stated)	-5%	3%	2.8%	-1%	-2	2%	-2	-3%	-4%
Cc1ccc(S(=O)(=O)/N=C(\N)Nc2nc(C)c3ccc(C)cc3n2)cc1	17%	0%	-0.2%	2%	4	-22%	-3&2	0%	7%
COc1ccc(C2CC(=O)N(Cc3ccc(F)cc3)c3ccccc3S2)cc1 (configuration not stated)	-3%	-4%	0.0%	-3%	4	-25%	-8	0%	-5%
O=C(NCC(c1cccnc1)N1CCN(c2ccccc2F)CC1)c1ccco1 (configuration not stated)	-4%[57.1 µM]	2%	0.6%	-4%	-3	-9%	-3	7%	0%
O=C(CSc1nnc(-c2ccccn2)n1Cc1ccco1)c1ccc(-c2ccccc2)cc1	8%	-2%	1.6%	-1%	2	-20%	-3	-13%	3%
CC1=C(C(=O)OCc2ccccc2)C(c2ccc(Cl)cc2Cl)NC(=O)N1CCCCCC(=O)O (configuration not stated)	9%[57.1 µM]	-3%	-0.5%	1%	3	-6%	-5	4%	-11%
O=C(Nc1cc(F)ccc1F)C1CCCN1S(=O)(=O)c1cccc2nsnc12 (configuration not stated)	-5%	0%	-0.1%	-3%	-3	-9%	-9	-10%	-7%
CCOc1ccccc1N1CC(C(=O)Nc2nccs2)CC1=O (configuration not stated)	8%[57.1 µM]	-1%	-0.1%	0%	0	4%	-5	9%	11%
